hiPSC survival: enhancers of single-cell hiPSC survival, primary screen, ATPlite luminescence; survival enhancement, % at 20 µM; 360,000 tested, 0.044% active; 100% = ROCK inhibitor wells, 0% = DMSO; AID 602274, 2012; in the data active = survival enhancement above about 18%;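 note: cells exposed to compounds for 16 hours before the ATP read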
Cardio protect: cardioprotection against H2O2-induced cell death, primary screen, uHTS, H9c2 cells, ATPLite luminescence; H9c2 cardiomyocytes, H2O2 injury protection, 2 h; protection from H2O2 cell death, % at 20 µM; 360,000 tested, 0.63% active; AID 588492, 2011;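 active = compounds giving at least 50% protection of heart cells from peroxide-induced death in the single-dose screen, raw or plate-pattern-corrected value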;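 note: 0% = DMSO wells with peroxide and 100% = DMSO wells without peroxide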
PDI inh: inhibitors of human PDI, primary screen, biochemical, turbidity, single point, plate reader. PDI insulin aggregation turbidity, A650, 90 min. inhibition, % at 10 µM. 350,000 tested, 0.052% active;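 active = mean inhibition across replicates of 30% or more, whatever share of single replicates reach that level; inconclusive = mean inhibition below 30% while every single replicate reaches 30%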;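 note: absorbance from insulin aggregation driven by PDI reduction with DTT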
Target sequence (P07237 whole entry, looked up): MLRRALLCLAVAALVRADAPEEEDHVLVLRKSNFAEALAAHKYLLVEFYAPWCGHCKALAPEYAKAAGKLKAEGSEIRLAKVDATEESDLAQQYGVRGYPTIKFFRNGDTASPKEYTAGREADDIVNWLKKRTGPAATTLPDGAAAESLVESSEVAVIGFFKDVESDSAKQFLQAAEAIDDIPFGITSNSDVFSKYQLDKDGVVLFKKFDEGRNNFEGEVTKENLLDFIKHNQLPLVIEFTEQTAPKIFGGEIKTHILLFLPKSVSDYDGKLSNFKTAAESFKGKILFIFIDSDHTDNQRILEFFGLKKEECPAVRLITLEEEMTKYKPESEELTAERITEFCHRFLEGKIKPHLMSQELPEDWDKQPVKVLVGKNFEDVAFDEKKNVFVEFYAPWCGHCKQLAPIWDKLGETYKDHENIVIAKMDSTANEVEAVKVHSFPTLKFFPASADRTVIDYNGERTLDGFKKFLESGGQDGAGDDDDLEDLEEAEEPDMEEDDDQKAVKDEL
m5-HT2A agonist: mouse Htr2a agonists via beta-arrestin recruitment, primary screen, cell-based, luminescence. AID 624169, 2012. CHO-K1 mHTR2A beta-arrestin complementation; percent of 30 µM serotonin response. 5-hydroxytryptamine receptor 2A (Mus musculus), P35363. activation, % at 7.6 µM. 360,000 tested, 0.66% active;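 active = activation above a run cutoff, the mean activation of all tested compounds plus 3 SD, cut at about 14% in these data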;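 note: 0% = plate median of compound wells and 100% = 30 µM serotonin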
Target sequence (P35363 whole entry, looked up): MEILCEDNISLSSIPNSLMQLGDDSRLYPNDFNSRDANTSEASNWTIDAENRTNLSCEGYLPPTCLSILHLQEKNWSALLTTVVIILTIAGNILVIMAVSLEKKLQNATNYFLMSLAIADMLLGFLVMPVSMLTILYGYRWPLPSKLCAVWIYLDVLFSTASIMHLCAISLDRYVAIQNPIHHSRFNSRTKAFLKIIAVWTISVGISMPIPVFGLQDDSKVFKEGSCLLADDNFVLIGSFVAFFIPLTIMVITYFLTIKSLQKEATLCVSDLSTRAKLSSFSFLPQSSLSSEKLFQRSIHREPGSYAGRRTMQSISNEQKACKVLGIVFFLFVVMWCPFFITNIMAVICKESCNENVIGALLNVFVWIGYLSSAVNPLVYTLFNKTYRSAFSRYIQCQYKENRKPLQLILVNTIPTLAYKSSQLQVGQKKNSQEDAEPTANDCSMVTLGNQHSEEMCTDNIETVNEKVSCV
Exocytosis inh: LAMP-1 surface exposure blockers, TALL-104 cells – cell-based, flow cytometry, MLPCN library, primary screen | TALL-104 LAMP-1 surface exposure; cells stimulated with thapsigargin and PMA | inhibition, % at 10 µM | 360,000 tested, 0.66% active;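 active = inhibition above about 55%, limit read from the data; inconclusive = no clear call, values can overlap the other calls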
Vif inh: HIV Vif self-association inhibitors, primary screen, imaging, HEK293T, single point. inhibition, % at 7.49 µM. 340,000 tested, 0.35% active. HEK293T cells, Vif self-association by quenched fluorescence, 24 h. AID 602346, 2012; in the data active = inhibition above about 50%, passing the limit was not always enough; inconclusive = no clear call, values can overlap the other calls; inactive = below about 31%; note: some results filed as inactive read as strong as hits
CaV13 ICDI inh: Primary screen for inhibitors of IQ motif and Ca2+-dependent inactivation inhibitor domain binding in CACNA1D, Förster resonance energy transfer in living cells, …. AID 743397. inhibition, % at 12.3 µM. 340,000 tested, 0.098% active. HEK cells, CFP/YFP FRET ICDI-IQ, plate reader, 10 min; percent FRET-ratio fall versus neutral wells;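 active = mean replicate inhibition of at least 30% and at least 1% of replicates passing that level; inconclusive = only one of the two criteria is met; inactive = neither criterion is met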;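 note: 0% = median of the neutral control wells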
N-glyco inh: increase of ERlucT glycosylation luciferase signal, primary screen, N-linked glycosylation inhibitor project, D54 ERlucT cells, luminescence, set 2. 360,000 tested, 0.23% active. reporter increase, % at 12.5 µM. D54 ERlucT glycosylation luciferase reporter, 24 h; percent of 100 nM tunicamycin response. AID 588692, 2011;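 active = mean luciferase reporter signal, scaled so untreated is 0 and the glycosylation-blocking control 100, at or above a set limit in every replicate; inconclusive = mean reaches the limit but not every replicate does; inactive = mean below the limit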;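 note: luciferase carries N-glycosylation sites so blocking glycosylation raises the light; 0% = median of neutral control wells and 100% = median of 100 nM tunicamycin wells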
aDG glyco up: activators of alpha-DG glycosylation, primary screen, uHTS, Pro5-aDG cells, AlphaScreen; alpha-DG glycosylation AlphaScreen (IIH6); 0% Pro5, 100% B10-LARGE cell signal; activation, % at 10 µM; 360,000 tested, 0.22% active;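 active = activation of at least 8% versus controls, or a plate z-score of at least 8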;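 note: Pro5 are CHO cells carrying HIG-tagged alpha-DG that lacks glycosylation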
ABCB6 inh 2: ABCB6 transporter inhibitors, primary screen, K562-ABCB6 cells, flow cytometry, MLPCN library; ATP-binding cassette sub-family B member 6 (Homo sapiens), Q9NP58; K562-ABCB6 porphyrin accumulation, 1 h; active compounds read low; fluorescence ratio to DMSO, % at 10 µM; 360,000 tested, 0.19% active; AID 602162, 2011;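 active = fluorescence ratio to DMSO below 75%, the collection mean minus 3 SD; inconclusive = too few cells collected in the well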;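 note: signal is porphyrin accumulated inside mitochondria; 100% equals median channel fluorescence of DMSO control wells; lower ratio means ABCB6 inhibition with less porphyrin fluorescence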
* hit, by the source's call; ? = inconclusive; nt = no result given.

Fields: hiPSC survival	Cardio protect	PDI inh	m5-HT2A agonist	Exocytosis inh	Vif inh	CaV13 ICDI inh	N-glyco inh	aDG glyco up	ABCB6 inh 2
- CC1=CCC2COC(c3ccc[n+](Cc4ccccc4)c3)C1C2 (stereo not given)
 : 0.5	-7	16	2	0	-2	-2	2	-0.2	110
- Cc1c(CC(=O)O)c(=O)oc2cc3oc4c(c3cc12)CCCC4
 : -0.7	-2	-4	9	-1	-1	5	1	0.0	83
- COc1ccc2c(=O)cc(C(F)(F)C(F)(F)F)oc2c1
 : -1.2	4	13	1	3	0	-8	-2	0.0	99
- Cc1nonc1CN(C)C(=O)c1ccc(OC2CCN(C(=O)c3cccnc3)CC2)cc1
 : 1.5	6	3	-1	-1	-3	-5	0	0.1	96
- C=CCOc1ccc(C(=O)Nc2ccc3c(c2)n(C)c(=O)n3C)cc1
 : -0.6	3	0	-3	-9	-4	-4	10	0.2	109
- COc1c(F)c(F)c(C(=O)O)c(Nc2cccc(C)c2)c1F
 : 0.1	-3	-1	1	-1	5	-5	0	0.0	100
- CC1CCN(S(=O)(=O)c2ccc3c(c2)C(Cl)(Cl)C(=O)N3)CC1
 : 0.3	-13	4	9	19	7	-9	8	0.3	102
- COCCCNC(=O)c1cc2cc(Br)ccc2oc1=O
 : -0.1	-6	3	-4	-5	4	-2	-1	0.1	101
- COc1cc(CNC(C)c2ccccc2)cc(Br)c1OCc1ccc(F)cc1 (stereo not given)
 : 0.3	-19	-1	7	65*	-3	-10	-6	0.3	111
- Cn1c(CNC(=O)CNC(=O)c2ccccc2F)cc(=O)n(C)c1=O
 : 0.1	3	-2	0	-2	-9	-2	1	-0.1	97
- COc1cc(C=O)ccc1Oc1nnnn1-c1ccc(C(N)=O)cc1
 : 5.4	3	3	-2	-2	10	-6	-1	-0.1	108
- c1ccc2oc(-c3csc(N4CCOCC4)n3)cc2c1
 : -0.6	-20	-4	6	6	0	-2	-18	0.5	92
- COc1ccc(CCNC(=O)COc2cccc3c2OC(C)(C)C3)cc1OC
 : 0.1	0	-4	3	2	-1	-6	-2	0.3	99
- COc1ccc(CNC2CCCCC2C)c(OC)c1 (stereo not given)
 : 1.3	-3	0	-2	0	0	14	0	0.2	108
- CCCCC(=O)N1CC(=O)Nc2ccc(F)cc2C1c1ccccc1 (stereo not given)
 : 1.3	5	13	6	12	13	-5	-1	0.0	95

Further records follow:
Fields: hiPSC survival	Cardio protect	PDI inh	m5-HT2A agonist	Exocytosis inh	Vif inh	CaV13 ICDI inh	N-glyco inh	aDG glyco up	ABCB6 inh 2
- O=C1OC(c2ccc(F)cc2)=N/C1=C\c1ccc(Br)o1
 : 1.0	10	4	-3	-6	-7	-18	3	-0.1	101
- COCCN(C(=S)Nc1cccc(OC)c1)C(C)c1cccs1 (stereo not given)
 : 3.5	-5	5	1	-2	2	-5	0	-0.2	98
- COc1ccc(NC(=O)C2CCCN(C(=O)Nc3ccc(F)cc3)C2)cc1OC (stereo not given)
 : -0.4	-2	4	3	-2	10	-5	2	0.1	99
- CN(Cc1ccccc1)C(=O)C1CCN(S(=O)(=O)c2ccc3nc4c(c(C(=O)O)c3c2)CCCC4)CC1
 : 2.0	0	-8	7	-2	69*	-2	-1	-0.2	98
- COC(=O)c1cccc(CN2C(=O)C(C)Sc3ccc(C(C)=O)cc32)c1 (stereo not given)
 : -1.1	-3	-3	0	11	-8	-5	-1	0.3	99
- O=C(CN(CCO)Cc1ccccc1)N1CCN(S(=O)(=O)c2ccccc2)CC1
 : -1.1	0	5	-2	-10	3	-5	3	-0.1	97
- CC(C)C1CC(CCN)(Cc2ccccc2)CCO1 (stereo not given)
 : -1.2	-1	-2	-1	0	-2	-4	0	0.2	99
- COCCSc1ccccc1C(=O)NCCCn1ccnc1
 : 0.0	4	0	5	4	-3	-5	1	-0.1	101
- O=C(O)CCNS(=O)(=O)c1ccc2c(c1)Cc1ccccc1-2
 : -1.2	4	-22	-3	0	-5	-2	3	-0.3	93
- O=C(CNC(=O)N1CC(=O)Nc2ccccc21)NCc1cccc(Cl)c1
 : -0.5	0	2	2	-5	-5	-3	7	0.0	106
- CCOC(=O)C1CCN(C(=O)C2CCN(S(=O)(=O)CC)CC2)CC1
 : -0.8	8	2	5	6	3	-7	2	0.1	101
- COc1ccc(S(=O)(=O)N2CCCC(C(=O)NCc3ccco3)C2)cc1OC (stereo not given)
 : 0.3	2	2	8	-3	-1	-4	1	-0.2	91
- CCOc1ccc(NC(=O)CSc2nnc(Cn3cnc4ccccc43)n2C)cc1
 : 0.3	-8	-23	-2	-1	14	-5	-1	0.4	94
- Cc1ccc(C(=O)C2=C(O)C(=O)N(Cc3ccco3)C2c2cccc(Br)c2)o1 (stereo not given)
 : -0.2	-1	-5	0	5	-5	-5	1	-0.7	100
- CC(C)c1ccc(NC(=O)C2CCCN(S(=O)(=O)c3cccnc3)C2)cc1 (stereo not given)
 : -0.6	2	2	-7	-4	-2	-15	-1	-0.1	98

Further results.
Fields: hiPSC survival	Cardio protect	PDI inh	m5-HT2A agonist	Exocytosis inh	Vif inh	CaV13 ICDI inh	N-glyco inh	aDG glyco up	ABCB6 inh 2
- Cc1cccc(C(O)c2ncc(-c3ccccc3Cl)[nH]2)c1C (stereo not given)
 : -2.2	-6	14	-2	2	nt	-7	2	0.2	101
- Clc1ccc(-c2cn(-c3nc4ccccc4s3)nn2)cc1
 : 1.6	nt	nt	6	4	nt	-10	nt	0.0	125
- CC(NC(=O)c1ccccc1F)C(=O)O (stereo not given)
 : -3.0	-6	6	0	-3	35	-4	0	0.0	107
- Fc1ccc(Cn2nnnc2C(c2cccs2)N2CCCCCC2)cc1 (stereo not given)
 : -1.6	-7	3	7	0	4	-8	-9	0.2	98
- COC(=O)c1ccc(NC(=S)NC(=O)C2CCC2)cc1
 : 0.4	-12	0	12	6	-10	-5	2	-0.2	98
- CCCN(CCC)Cc1cc(=O)oc2cc(OC)c(Cl)cc12
 : -1.5	2	nt	0	-3	nt	-9	-1	0.0	96
- O=C(c1ccccc1-c1nc(-c2ccc(F)cc2)no1)N1CCCC1
 : 1.5	-7	10	-1	1	-7	nt	-1	-0.2	96
- CN(C)/C=C1/Sc2ccccc2C1=O
 : 11	-1	-5	2	-2	7	-2	2	-0.3	100
- CCC1=C(OC(=O)N(CC)CC)N2C(=O)OC(=NCCc3c[nH]c4ccccc34)[C@]2(C)[C@H]2C1=CC[C@H]1C(=O)N(C)C(=O)[C@H]12
 : -2.1	11	5	-1	1	-4	-9	-2	-0.3	96
- CC(=O)c1ccc(NC(=O)Nc2ccc([N+](=O)[O-])cc2C)cc1
 : 1.7	-25	-14	-3	-1	-1	-6	-5	1.5	96
- CCc1ccccc1Nc1nc(-c2cccnc2)cs1
 : -0.6	0	5	2	12	3	-5	-5	0.3	96
- Cc1cc(C)c2cc(CN(CCO)Cc3nnnn3Cc3ccccc3)c(=O)[nH]c2c1
 : 1.3	30	5	-2	0	-6	nt	1	0.0	106
- COc1ccccc1C1=CC(=O)C[C@H](c2ccc(Cl)cc2)C1
 : 12	-6	1	1	10	-13	-5	-3	0.3	92
- Cc1cccc(C)c1NC(=O)CSc1nnc(-c2cccnc2)o1
 : 2.3	0	-2	1	-3	4	-2	3	-0.5	86
- C[C@H]1COC(=O)[C@@H](Cc2ccc(F)cc2)C/C=C\C[C@H](CC(=O)N(CCO)Cc2ccccc2)C(=O)N1
 : -2.6	0	0	5	-4	-11	-4	-1	0.3	98

(listing goes on)
Fields: hiPSC survival	Cardio protect	PDI inh	m5-HT2A agonist	Exocytosis inh	Vif inh	CaV13 ICDI inh	N-glyco inh	aDG glyco up	ABCB6 inh 2
- COc1ccc(CCNC(=O)CCNS(=O)(=O)c2ccc3c(c2)CCN3C(C)=O)cc1OC
 : -0.6	-4	-10	0	-5	-9	nt	-1	0.5	91
- O=C(NCC(F)(F)F)c1nn(Cc2ccccc2)c(=O)c2ccccc12
 : 1.2	1	6	4	-12	-5	-2	2	-0.1	99
- CCNC(=O)c1c(O)c2ccccc2[nH]c1=O
 : 0.3	-14	-1	3	-2	-5	5	4	0.1	97
- FC(F)(F)c1cc(-c2cccs2)nc(-n2cc(Br)cn2)n1
 : -0.6	2	-7	-2	-1	-1	-5	0	-0.1	156
- COc1ccc(CNC(=O)C(=O)NCC2OCCN2S(=O)(=O)c2ccc(C)cc2)cc1 (stereo not given)
 : -0.4	1	2	-7	-5	8	-3	-2	0.2	102
- O=C(Nc1ccc(N2CCOCC2)cc1)c1ccc(S(=O)(=O)NCc2ccco2)cc1
 : 0.5	-1	3	1	-6	nt	-2	1	-0.2	96
- O=C(N/N=C/c1ccsc1)c1cc(-c2ccncc2)nc2ccccc12
 : -0.9	2	-3	-3	-2	?	-5	15	-0.2	102
- O=S(=O)(c1cccs1)N1CCN(C/C=C/c2ccccc2)CC1
 : -1.3	-15	-1	-5	0	-10	-2	-1	0.0	90

Eleven compounds from above, ordered by length of the SMILES, smallest number first.
Fields: hiPSC survival	Cardio protect	PDI inh	m5-HT2A agonist	Exocytosis inh	Vif inh	CaV13 ICDI inh	N-glyco inh	aDG glyco up	ABCB6 inh 2
- CCc1ccccc1Nc1nc(-c2cccnc2)cs1
 : -0.6	0	5	2	12	3	-5	-5	0.3	96
- Cc1cccc(C)c1NC(=O)CSc1nnc(-c2cccnc2)o1
 : 2.3	0	-2	1	-3	4	-2	3	-0.5	86
- O=S(=O)(c1cccs1)N1CCN(C/C=C/c2ccccc2)CC1
 : -1.3	-15	-1	-5	0	-10	-2	-1	0.0	90
- COc1ccccc1C1=CC(=O)C[C@H](c2ccc(Cl)cc2)C1
 : 12	-6	1	1	10	-13	-5	-3	0.3	92
- O=C(N/N=C/c1ccsc1)c1cc(-c2ccncc2)nc2ccccc12
 : -0.9	2	-3	-3	-2	?	-5	15	-0.2	102
- O=C(NCC(F)(F)F)c1nn(Cc2ccccc2)c(=O)c2ccccc12
 : 1.2	1	6	4	-12	-5	-2	2	-0.1	99
- Cc1cc(C)c2cc(CN(CCO)Cc3nnnn3Cc3ccccc3)c(=O)[nH]c2c1
 : 1.3	30	5	-2	0	-6	nt	1	0.0	106
- O=C(Nc1ccc(N2CCOCC2)cc1)c1ccc(S(=O)(=O)NCc2ccco2)cc1
 : 0.5	-1	3	1	-6	nt	-2	1	-0.2	96
- COc1ccc(CNC(=O)C(=O)NCC2OCCN2S(=O)(=O)c2ccc(C)cc2)cc1 (stereo not given)
 : -0.4	1	2	-7	-5	8	-3	-2	0.2	102
- COc1ccc(CCNC(=O)CCNS(=O)(=O)c2ccc3c(c2)CCN3C(C)=O)cc1OC
 : -0.6	-4	-10	0	-5	-9	nt	-1	0.5	91
- C[C@H]1COC(=O)[C@@H](Cc2ccc(F)cc2)C/C=C\C[C@H](CC(=O)N(CCO)Cc2ccccc2)C(=O)N1
 : -2.6	0	0	5	-4	-11	-4	-1	0.3	98
